Bioassay records from PubChem.
Insulin prom up: insulin promoter activators in MIN6 cells, imaging, high-content screening, mouse beta cells; MIN6 insulin promoter-GFP reporter; hits give high values; z-score at 5 µM; 190,000 tested, 0.3% active; AID 1625, 2009;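 active means z-score above 3 at 5 µM with at least 500 cells counted in the well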
P. falciparum M17LAP: P. falciparum M17LAP inhibitors, primary screen, biochemical, fluorogenic H-Leu-NHMec substrate, 1536-well (AID 1619) | Leucine aminopeptidase (Plasmodium falciparum (isolate 3D7)) | recombinant M17LAP, H-Leu-NHMec fluorogenic kinetic assay; higher % means a stronger effect | inhibition, % at 30 µM, or IC50 in µM where a hit was titrated | 220,000 tested, 0.38% active;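 active means compound inhibiting the enzyme by more than half at any dose during confirmatory dose-response retesting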;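 further: plate controls were full reaction with DMSO carrier for no effect and no enzyme background for full effect; strong numbers were not always called active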
Dynein transport: inhibitors of GR-EGFP nuclear translocation, primary screen, dynein cargo transport inhibitor project, imaging, high-content, 3617.4 mouse cells; test concentration mostly 20 µM; stimulated with dexamethasone, 1 µM; hits give low values; z-score, hits read low; 220,000 tested, 0.47% active;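 active means plate z-score of nuclear minus cytoplasmic receptor signal below a set negative limit, without overly bright fluorescence or cell loss, cut at about -3.5 in these data, passing the limit was not always enough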;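 further: z-score of nuclear minus cytoplasmic ring GR-EGFP intensity difference per well; some compounds called inactive have numbers as strong as hits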
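Also added – dexamethasone, 1.0 µM final · Buffer or medium – tet-free, stripped-serum medium · Schedule – induction 48 h, compound 1 h, agonist 30 min · Detection – formaldehyde fixation, Hoechst nuclear stain, 10x automated fluorescence imaging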
HEK293 NOD2/NF-kB: NOD2 signaling inhibitors, cell-based, luminescence, uHTS, HEK293 (AID 1566) | HEK293 NOD2/NF-kB luciferase reporter, luminescence; higher % means a stronger effect | inhibition, % at 4 µM, or EC50 in µM where a hit was titrated | 290,000 tested, 0.63% active; in the data active means inhibition above about 50%; further: many of its hits are not listed in these tables
bCat nuc transl: modulators of beta-catenin nuclear translocation, primary screen, imaging, HeLa cells, immunofluorescence, high-content | AID 1665, 2009 | nuclear translocation activity, % at 5 µM | 190,000 tested, 0.3% active;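 active means nuclear translocation activity above 50% at 5 µM, with a well cell count of 50 or more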;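 further: per-cell ratio of nuclear to cytoplasmic median beta-catenin stain intensity; plate controls were DMSO negative control for no effect and GSK-3 inhibitor IX positive control for full effect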
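assay system = human HeLa cells, endogenous beta-catenin | times = compound treatment 24 h, 37°C, 5% CO2 | detection = Anti-beta-catenin immunofluorescence on PFA-fixed, Triton-permeabilized cells, DAPI nuclei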
Yfh1-off respiration: enhancers of respiration in Yfh1-depleted yeast, dose response, Friedreich's ataxia, plus single-dose screen (AID 1465) | one-dose fold induction at 50 µM; EC50 in µM for titrated hits | 220,000 tested, 0.074% active | S. cerevisiae Yfh1-off respiration, WST-1 reduction, 72 h; higher fold induction means a stronger effect;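 active means fold induction of absorbance versus untreated yeast above a set limit, then at least 30% activation at any dose in follow-up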;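 further: activators that raise dye reduction in frataxin-depleted yeast; strong numbers were not always called active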
NOD1 inhibition: NOD1 signaling inhibitors, primary screen, cell-based, luminescence, uHTS (AID 1578). NOD1-driven NF-kB luciferase reporter cells, luminescence; higher % means a stronger effect. inhibition, % at 4 µM, or EC50 in µM where a hit was titrated. 290,000 tested, 1% active; in the data active means inhibition mostly above about 36%, no sharp cut-off; inactive means mostly below about 34%;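 further: HEK-293T reporter cells stimulated with the NOD1 agonist gamma-tri-DAP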
Autophagy HCS: autophagy modulators in MEF cells, primary screen, imaging, high-content, MEF GFP-LC3; 190,000 tested, 0.98% active; MEF GFP-LC3 puncta imaging; test concentration mostly 10 µM; calls only at 10 µM (by protocol); AID 463193, 2010;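 active means percentage of spot-positive cells more than 3 SD above its plate mean, without a fluorescence outlier flag or 80% toxicity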;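 further: spot-positive cell cutoff set from DMSO-treated cells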
MT stabilizer: microtubule stabilizers in HeLa cells, primary screen, imaging, high-content imaging; AID 2205, 2009; 200,000 tested, 0.83% active; % tubulin-high responders, % at 10 µM; HeLa tubulin immunostaining HCS, 24 h; share of cells brighter than vehicle mean+2SD;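 active means plate Z-score above 3 for both tubulin-high and condensed-nucleus cell shares, with cell loss under 80%, at 10 µM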;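 further: anti alpha tubulin signal scored within the nucleus-defined area of each cell; some results filed as inactive read as strong as hits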
Dynein transport cytoplasmic EGFP: also measured in Dynein transport; calls as there; z-score; measured here: cytoplasmic GR-EGFP intensity; hits give high values
Dynein transport nuclear GR-EGFP: second read-out of Dynein transport, no call of its own (marks repeat the call); z-score; measured here: nuclear GR-EGFP intensity;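 lower value marks the stronger effect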
Dynein transport cell count: second read-out of Dynein transport, no call of its own (marks repeat the call); z-score; measured here: cell count per field
Insulin prom up cell count: second read-out of Insulin prom up, no call of its own (marks repeat the call); cell count; measured here: cytotoxicity, nuclei count;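 total cells summed across four imaged fields per well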
bCat nuc transl cell count 5 µM: also measured in bCat nuc transl; calls as there; cell count; measured here: cell count, cytotoxicity flag
MT stabilizer Hoechst-high %: recorded beside MT stabilizer, whose call it bears; % Hoechst-high responders; measured here: nuclear condensation Hoechst responders;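 share of cells brighter than vehicle mean plus two SD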
MT stabilizer cytotoxicity %: also measured in MT stabilizer; calls as there; toxicity, %; measured here: cytotoxicity by cell density;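 0% = mean cell density of plate MIN control wells and 100% = no cells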
Autophagy HCS cell loss 18 h: also measured in Autophagy HCS; calls as there; toxicity, %; measured here: cell loss, nuclei count;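 cell loss after 18 h compound exposure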
The depositor's hits bear a star.

CC(C)(C)C1CCC(=NNC(=O)C(=O)NCc2ccco2)CC1 (stereo not given) was read as Insulin prom up 0.28, P. falciparum M17LAP 4%, Dynein transport 0.48, HEK293 NOD2/NF-kB 11%, bCat nuc transl 1.5, Yfh1-off respiration inactive, NOD1 inhibition -14%, Autophagy HCS inactive, MT stabilizer 2.3, Dynein transport cytoplasmic EGFP -0.19, Dynein transport nuclear GR-EGFP 0.35, Dynein transport cell count -0.6, Insulin prom up cell count 1552, bCat nuc transl cell count 5 µM 856, MT stabilizer Hoechst-high % 1.7, MT stabilizer cytotoxicity % 1.8 and Autophagy HCS cell loss 18 h -36.
`Fc1ccc(CNn2cnnc2SCc2ccc(F)cc2)cc1` gave P. falciparum M17LAP -6%, Dynein transport -0.49, HEK293 NOD2/NF-kB 23%, bCat nuc transl -0.7, Yfh1-off respiration inactive, NOD1 inhibition 4%, Autophagy HCS inactive, MT stabilizer 4.1, Dynein transport cytoplasmic EGFP -0.28, Dynein transport nuclear GR-EGFP -0.51, Dynein transport cell count 1.4, bCat nuc transl cell count 5 µM 1108, MT stabilizer Hoechst-high % 2.2, MT stabilizer cytotoxicity % 1.3 and Autophagy HCS cell loss 18 h 0.
`Cc1cc(C)c(S(C)(=O)=O)c(Oc2ccccc2C)n1` gave Insulin prom up 2.1, P. falciparum M17LAP -4%, HEK293 NOD2/NF-kB 15%, bCat nuc transl -0.8, Yfh1-off respiration inactive, NOD1 inhibition 17%, Autophagy HCS inactive, MT stabilizer 1.1, Insulin prom up cell count 1556, bCat nuc transl cell count 5 µM 1388, MT stabilizer Hoechst-high % 1.1, MT stabilizer cytotoxicity % 7.3 and Autophagy HCS cell loss 18 h 0.
For CSc1ccc(C(=O)C2CCCN(S(=O)(=O)c3c(C)noc3C)C2)cc1 (stereo not given) the results were P. falciparum M17LAP -1%, Dynein transport -1.3, HEK293 NOD2/NF-kB 9%, bCat nuc transl 0.0, Yfh1-off respiration inactive, NOD1 inhibition -20%, Autophagy HCS inactive, MT stabilizer 2.1, Dynein transport cytoplasmic EGFP -0.094, Dynein transport nuclear GR-EGFP -0.67, Dynein transport cell count -0.55, bCat nuc transl cell count 5 µM 1568, MT stabilizer Hoechst-high % 2.6, MT stabilizer cytotoxicity % 4.7 and Autophagy HCS cell loss 18 h -8.
For CC(CN(C)Cc1ccccc1)OC(=O)c1ccccc1F (stereo not given) the results were Insulin prom up -0.41, P. falciparum M17LAP 1%, Dynein transport 0.47, HEK293 NOD2/NF-kB 0%, bCat nuc transl -1.7, Yfh1-off respiration inactive, NOD1 inhibition -38%, Autophagy HCS inactive, MT stabilizer 2.7, Dynein transport cytoplasmic EGFP -0.22, Dynein transport nuclear GR-EGFP 0.43, Dynein transport cell count 0.089, Insulin prom up cell count 1496, bCat nuc transl cell count 5 µM 1066, MT stabilizer Hoechst-high % 2.3, MT stabilizer cytotoxicity % 3.8 and Autophagy HCS cell loss 18 h 30.
For CCCCN(C)C(=O)C1CCN(Cc2ccccn2)CC1 the results were P. falciparum M17LAP 5%, Dynein transport 0.55, HEK293 NOD2/NF-kB 3%, bCat nuc transl -2.2, Yfh1-off respiration inactive, NOD1 inhibition 5%, Autophagy HCS inactive, MT stabilizer 5.0, Dynein transport cytoplasmic EGFP -0.32, Dynein transport nuclear GR-EGFP 0.11, Dynein transport cell count 0.69, bCat nuc transl cell count 5 µM 1155, MT stabilizer Hoechst-high % 3.6, MT stabilizer cytotoxicity % 1.3 and Autophagy HCS cell loss 18 h -11.
For COc1ccc(C2CC(c3c(-c4ccccc4)c4cc(Cl)ccc4[nH]c3=O)=NN2C(=O)CCC(=O)O)cc1 (stereo not given) the results were P. falciparum M17LAP 29%, Dynein transport -0.53, HEK293 NOD2/NF-kB 7%, bCat nuc transl 0.8, Yfh1-off respiration inactive, NOD1 inhibition -50%, Autophagy HCS inactive, MT stabilizer 1.5, Dynein transport cytoplasmic EGFP -0.36, Dynein transport nuclear GR-EGFP -0.23, Dynein transport cell count 1.6, bCat nuc transl cell count 5 µM 980, MT stabilizer Hoechst-high % 1.0, MT stabilizer cytotoxicity % 9.6 and Autophagy HCS cell loss 18 h -3.
`N#CC1(c2ccccc2)CCCN1C(=O)c1ccccc1Cl` (stereo not given) gave Insulin prom up -0.19, P. falciparum M17LAP -2%, Dynein transport -0.96, HEK293 NOD2/NF-kB 4%, bCat nuc transl -3.0, Yfh1-off respiration inactive, NOD1 inhibition 9%, Autophagy HCS inactive, MT stabilizer 1.8, Dynein transport cytoplasmic EGFP -0.052, Dynein transport nuclear GR-EGFP -0.3, Dynein transport cell count 0.82, Insulin prom up cell count 940, bCat nuc transl cell count 5 µM 1242, MT stabilizer Hoechst-high % 2.0, MT stabilizer cytotoxicity % 7.6 and Autophagy HCS cell loss 18 h 29.
Screening Cn1nnc(NC(=O)CSc2ccc(Cl)cc2)n1 returned Insulin prom up -0.27, P. falciparum M17LAP 9%, Dynein transport -1, HEK293 NOD2/NF-kB 9%, bCat nuc transl -1.9, Yfh1-off respiration inactive, NOD1 inhibition 17%, Autophagy HCS inactive, MT stabilizer 3.8, Dynein transport cytoplasmic EGFP 0.46, Dynein transport nuclear GR-EGFP 0.013, Dynein transport cell count 0.3, Insulin prom up cell count 1099, bCat nuc transl cell count 5 µM 1062, MT stabilizer Hoechst-high % 1.6, MT stabilizer cytotoxicity % 3.8 and Autophagy HCS cell loss 18 h 6.
For CC(=O)Nc1ccc(S(=O)(=O)NNC(=O)c2ccc(C)cc2)cc1 the results were Insulin prom up 0.45, P. falciparum M17LAP 1%, Dynein transport 0.31, HEK293 NOD2/NF-kB 19%, Yfh1-off respiration inactive, NOD1 inhibition -8%, Autophagy HCS inactive, MT stabilizer 1.5, Dynein transport cytoplasmic EGFP -0.06, Dynein transport nuclear GR-EGFP 0.21, Dynein transport cell count -0.36, Insulin prom up cell count 870, MT stabilizer Hoechst-high % 1.1, MT stabilizer cytotoxicity % 5.3 and Autophagy HCS cell loss 18 h 30.
For CCOc1ccc(Cc2onc3c2C(=O)CCC3)cc1OCC the results were Insulin prom up 0.46, P. falciparum M17LAP 8%, Dynein transport -0.1, HEK293 NOD2/NF-kB 9%, bCat nuc transl -3.8, Yfh1-off respiration inactive, NOD1 inhibition -46%, Autophagy HCS inactive, MT stabilizer 1.9, Dynein transport cytoplasmic EGFP -0.14, Dynein transport nuclear GR-EGFP 0.013, Dynein transport cell count -0.13, Insulin prom up cell count 1625, bCat nuc transl cell count 5 µM 1092, MT stabilizer Hoechst-high % 2.8, MT stabilizer cytotoxicity % 7.3 and Autophagy HCS cell loss 18 h -13.
Screening COc1cccc(OC)c1OCCCOc1c(OC)cccc1OC returned Insulin prom up -0.29, P. falciparum M17LAP -17%, Dynein transport -0.61, HEK293 NOD2/NF-kB 5%, Yfh1-off respiration inactive, NOD1 inhibition -21%, Autophagy HCS inactive, MT stabilizer 2.1, Dynein transport cytoplasmic EGFP -0.27, Dynein transport nuclear GR-EGFP -0.35, Dynein transport cell count -0.22, Insulin prom up cell count 1312, MT stabilizer Hoechst-high % 1.5, MT stabilizer cytotoxicity % 5.1 and Autophagy HCS cell loss 18 h 6.
`CCCn1nnnc1NC(=O)COc1ccc(Br)cc1` gave Insulin prom up -0.04, P. falciparum M17LAP 8%, Dynein transport -0.51, HEK293 NOD2/NF-kB 8%, bCat nuc transl -1.4, Yfh1-off respiration inactive, NOD1 inhibition -28%, Autophagy HCS inactive, MT stabilizer 2.5, Dynein transport cytoplasmic EGFP -0.18, Dynein transport nuclear GR-EGFP -0.34, Dynein transport cell count 1.1, Insulin prom up cell count 1540, bCat nuc transl cell count 5 µM 1038, MT stabilizer Hoechst-high % 1.0, MT stabilizer cytotoxicity % 10 and Autophagy HCS cell loss 18 h 2.
O=C(Nc1cccc(S(=O)(=O)N2CCCCC2)c1)c1ccccn1 was read as Insulin prom up -0.38, P. falciparum M17LAP 2%, Dynein transport 1.6, HEK293 NOD2/NF-kB -8%, bCat nuc transl -0.8, Yfh1-off respiration inactive, NOD1 inhibition -9%, Autophagy HCS inactive, MT stabilizer 2.8, Dynein transport cytoplasmic EGFP -0.19, Dynein transport nuclear GR-EGFP 1.9, Dynein transport cell count -2.2, Insulin prom up cell count 1236, bCat nuc transl cell count 5 µM 1038, MT stabilizer Hoechst-high % 2.4, MT stabilizer cytotoxicity % 6.5 and Autophagy HCS cell loss 18 h 2.

Two compounds picked at random from the list so far, as already listed:
CC(C)(C)C1CCC(=NNC(=O)C(=O)NCc2ccco2)CC1 (stereo not given) was read as Insulin prom up 0.28, P. falciparum M17LAP 4%, Dynein transport 0.48, HEK293 NOD2/NF-kB 11%, bCat nuc transl 1.5, Yfh1-off respiration inactive, NOD1 inhibition -14%, Autophagy HCS inactive, MT stabilizer 2.3, Dynein transport cytoplasmic EGFP -0.19, Dynein transport nuclear GR-EGFP 0.35, Dynein transport cell count -0.6, Insulin prom up cell count 1552, bCat nuc transl cell count 5 µM 856, MT stabilizer Hoechst-high % 1.7, MT stabilizer cytotoxicity % 1.8 and Autophagy HCS cell loss 18 h -36.
For CCCCN(C)C(=O)C1CCN(Cc2ccccn2)CC1 the results were P. falciparum M17LAP 5%, Dynein transport 0.55, HEK293 NOD2/NF-kB 3%, bCat nuc transl -2.2, Yfh1-off respiration inactive, NOD1 inhibition 5%, Autophagy HCS inactive, MT stabilizer 5.0, Dynein transport cytoplasmic EGFP -0.32, Dynein transport nuclear GR-EGFP 0.11, Dynein transport cell count 0.69, bCat nuc transl cell count 5 µM 1155, MT stabilizer Hoechst-high % 3.6, MT stabilizer cytotoxicity % 1.3 and Autophagy HCS cell loss 18 h -11.

An excerpt; rates above refer to the full screens.
